SR-BI DiI inh: mouse SR-BI HDL lipid transfer inhibition | Q61009 | ldlA[mSR-BI] CHO cells, DiI-HDL uptake fluorescence, 3 h | inhibition, % at 12.5 µM | actives 0.96% (n = 320,000) | AID 488896;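 active = mean replicate inhibition of at least 70% and a set share of replicates each scoring 70 or more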;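 note: 0% = median of neutral control wells and 100% = median of positive control wells; values of inactives mirror those of a sister screen read the other way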
Target sequence (Q61009 whole entry, looked up): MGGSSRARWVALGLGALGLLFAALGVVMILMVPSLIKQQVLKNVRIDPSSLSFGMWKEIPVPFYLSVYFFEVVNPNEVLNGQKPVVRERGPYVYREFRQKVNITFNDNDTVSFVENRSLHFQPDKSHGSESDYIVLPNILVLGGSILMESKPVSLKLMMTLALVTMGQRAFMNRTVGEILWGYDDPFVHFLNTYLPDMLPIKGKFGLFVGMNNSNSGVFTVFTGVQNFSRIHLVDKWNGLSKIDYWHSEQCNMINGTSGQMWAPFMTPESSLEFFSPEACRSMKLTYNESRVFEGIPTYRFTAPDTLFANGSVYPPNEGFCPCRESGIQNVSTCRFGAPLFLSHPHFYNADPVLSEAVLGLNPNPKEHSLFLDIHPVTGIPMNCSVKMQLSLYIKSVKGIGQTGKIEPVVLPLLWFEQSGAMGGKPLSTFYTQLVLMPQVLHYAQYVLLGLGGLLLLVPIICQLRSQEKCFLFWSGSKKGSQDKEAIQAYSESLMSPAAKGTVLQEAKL
Arr AP2 block: human beta-arrestin and AP2 interaction inhibition | FITC-arrestin peptide / GST-AP2 beads, flow cytometry; AP2 beta2 appendage carries R879A mutation | inhibition, % at 10 µM | actives 0.31% (n = 340,000);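 active = inhibition above a set limit, near 3 SD of compounds lacking own fluorescence, cut at about 54% in these data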;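 note: plate controls were DMSO wells for no effect and 5 µM unlabelled arrestin peptide for full effect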
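Material – AP2 appendage R879A on GSH beads · Buffer or medium – PBS with 0.05% Tween 20 and 0.1% BSA · Probe or stimulus – fluorescein-tagged arrestin peptide at 50 nM final · Incubation – compound with beads 12 min RT, then probe 1 h RT · Detection – high-throughput flow cytometry of beads, ex 488, em 535 nm · Evaluation – percent response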
PvdQ acylase: P. aeruginosa PvdQ acylase inhibition; purified PvdQ acylase, fluorescence plate reader; inhibition, % at 10 µM; actives 0.063% (n = 340,000); in the data active = inhibition above about 30%, passing the limit was not always enough;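 note: 0% = vehicle neutral wells and 100% = reference inhibitor wells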
LANA DNA inh: KSHV C-LANA DNA binding inhibition; MBP-C-LANA/FAM-LBS DNA binding, fluorescence polarization; inhibition, % at 9 µM; actives 0.078% (n = 340,000);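 active = highest replicate inhibition at or above 60% at 9 µM, even if other replicates fall short; inactive = all replicates below 60% inhibition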;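 note: 0% = neutral control wells and 100% = 4 µM acridine orange control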
NSD2 HMT inh: inhibitors of human histone methyltransferase NSD2; O96028; NSD2 peptide methylation, AlphaScreen, 120 min; inhibition, % at 12.5 µM; actives 0.54% (n = 310,000); AID 743445; in the data active = inhibition above about 50%
Keap1 Nrf2 FP: inhibitors of human Keap1-Nrf2 protein-protein interaction | Q14145 | AID 504523 | inhibition, % at 9.4 µM | Keap1 Kelch-Nrf2 peptide fluorescence polarization, 1536-well | actives 0.15% (n = 340,000); in the data active = inhibition above about 12%;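 note: human Keap1 Kelch domain with fluorescein labeled Nrf2 9mer peptide probe; 0% = neutral control wells and 100% = peptide positive control; higher means more block of Keap1 binding to Nrf2 peptide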
RTF Ca sens inh: cardiac RTF calcium desensitization; actives 0.12% (n = 340,000); AID 493244; P19429+P45379; IANBD-labeled cardiac RTF, Ca2+ fluorescence; inhibition, % at 7.15 µM;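 active = inhibition above the mean inhibition of all tested compounds plus 3 SD, cut at about 17% in these data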;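 note: assay run at fixed EC70 calcium of 1.6 mM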
SR-BI uptake up: SR-BI HDL lipid transfer activation | CHO ldlA[mSR-BI] cells, DiI-HDL uptake fluorescence, 3 h; 100 = double the neutral-control signal | activation, % at 12.5 µM | actives 0.096% (n = 320,000) | AID 504775;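 active = mean replicate activation of at least 60% and every replicate at or above 60%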;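 note: 0% = median plate neutral-control signal and 100% = twice that signal; values of inactives mirror those of a sister screen read the other way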
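Assay system: LDL receptor-deficient CHO ldlA cells overexpressing murine SR-BI / Medium: BSA-supplemented, HEPES-buffered Ham's F12, pH 7.4 / Probe or stimulus: DiI-labelled HDL at 10 µg/mL final / Timing: compound with DiI-HDL co-incubation, 3 h at 37 °C / Technique: bottom-read cell fluorescence after medium removal, ex 550/em 595 nm / Measure: HDL uptake via cellular fluorescence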
PKA-R2B act: activates the human PKA-R2B holoenzyme complex | activation, % at 11.4 µM | P22694+P31323 | PKA-R2B holoenzyme dissociation, Cy5-IP20 fluorescence polarization; R2B truncated from residue 108, S112A mutant; 0% DMSO only, 100% 113 µM cGMP | actives 0.079% (n = 340,000);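 active = activation above a cutoff set at the mean over all compounds plus 3 SD, cut at about 18% in these data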;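 note: higher means more holoenzyme dissociation and a rise in polarization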
Target sequence (P31323 whole entry, looked up, other chains not shown, the tested form may be a part): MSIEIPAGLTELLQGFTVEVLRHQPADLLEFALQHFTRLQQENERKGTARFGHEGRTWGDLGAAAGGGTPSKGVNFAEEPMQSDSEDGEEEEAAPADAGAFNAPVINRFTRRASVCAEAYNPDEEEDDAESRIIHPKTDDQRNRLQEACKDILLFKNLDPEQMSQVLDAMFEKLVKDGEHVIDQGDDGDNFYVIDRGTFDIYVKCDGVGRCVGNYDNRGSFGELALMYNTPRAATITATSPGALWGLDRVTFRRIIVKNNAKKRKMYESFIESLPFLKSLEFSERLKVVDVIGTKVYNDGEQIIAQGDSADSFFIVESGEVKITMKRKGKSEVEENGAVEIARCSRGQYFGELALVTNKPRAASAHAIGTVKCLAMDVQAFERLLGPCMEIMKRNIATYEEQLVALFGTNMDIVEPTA
DAGLB inhibitor: blocks human DAGLB lipase activity. Q8NCG7. AID 504411. HEK293T DAGLB membrane lysate, EnzChek fluorogenic substrate. actives 0.059% (n = 340,000). inhibition, % at 5.17 µM; in the data active = inhibition above about 34%;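 note: 0% = enzyme with vehicle and 100% = wells lacking enzyme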
The depositor's hits bear a star; · = no result given.

SMILES	SR-BI DiI inh	Arr AP2 block	PvdQ acylase	LANA DNA inh	NSD2 HMT inh	Keap1 Nrf2 FP	RTF Ca sens inh	SR-BI uptake up	PKA-R2B act	DAGLB inhibitor
CCSc1nnc(NC(=O)CCNS(=O)(=O)c2ccccc2F)s1	6	-5	-16	0.5	-2	1	6	-6	0	1
CCOC(=O)/C(=N\Nc1cc(Cl)ccc1Cl)N1CC(C)OC(C)C1 (configuration not stated)	·	8	-5	-1.6	-4	2	-17	·	-6	-5
O=C1/C(=C\c2ccc(O)cc2)SC(=S)N1/N=C/c1ccc(O)cc1	4	2	-4	-1.1	12	-5	-21	-4	-1	0
CC1CCCN(CCCNC(=O)C2CCC(CNS(=O)(=O)c3cccc4nsnc34)CC2)C1 (configuration not stated)	-3	7	-14	1.0	·	1	-7	3	2	-1
CCOc1ccccc1CN1CCN(Cc2cccc3nonc23)CC1CCO (configuration not stated)	2	-9	-12	-0.2	-3	-3	1	-2	-6	0
Cc1ccc(COC(=O)c2cccc(S(=O)(=O)N3CCCCCC3)c2)cc1	0	-5	-15	1.4	-4	5	3	0	-1	-17
COC(=O)CC1SC(=O)NC1=Nc1ccc(C)cc1 (configuration not stated)	7	5	-1	0.9	27	4	-5	-7	0	3
CC1(C)CC(NC(=O)C23CCC(C)(C(=O)C2)C3(C)C)CC(C)(C)N1 (configuration not stated)	0	4	-3	-1.1	3	1	-7	0	4	-1
N=C1SCC(=O)N1/N=C/c1ccccc1	8	-30	-1	-0.3	-5	1	-10	-8	0	-4
O=C1c2ccccc2NC(c2ccc(-c3ccc(C(F)(F)F)cc3)o2)N1O (configuration not stated)	-9	-4	-9	1.9	·	1	-3	9	-7	0
Cc1ccc(S(=O)(=O)N2CCOCC2)cc1NC(=O)COC(=O)Cc1ccsc1	13	-4	-10	0.1	-1	-3	-8	-13	-11	-1
CC(OC(=O)c1ccccc1C(=O)N(C)c1ccccc1)C(=O)Nc1ccc(C(N)=O)cc1 (configuration not stated)	0	-4	-12	0.4	2	-1	-5	0	2	1
CCC(c1nnnn1CCOC)N1CCN(c2nc3ccccc3s2)CC1 (configuration not stated)	-10	-3	-20	1.8	2	-5	-9	10	0	-2
O=C(CSc1nnnn1-c1ccccc1)c1ccco1	-33	-5	7	-1.7	0	1	-7	33	0	-1
CCc1ccc(C2CC(c3ccc(Cl)cc3)=NNC2=O)cc1 (configuration not stated)	-19	18	-3	-1.8	1	-3	-8	19	6	-7
COc1ccc(C)cc1NC(=O)C(OC(=O)c1cc(C)oc1C)c1ccccc1 (configuration not stated)	10	9	-15	0.2	-1	-6	-2	-10	-10	-11
NC(=S)c1cc2cc(Br)ccc2oc1=O	-2	-8	8	-0.8	1	-5	1	2	0	5
CC(C)(C)N1C(=O)c2ccccc2NC(=O)N1Cc1ccc(Br)cc1	-16	2	7	0.2	-1	2	-5	16	-3	-1
Cc1ccccc1NC(=O)c1ccc(N/N=C/c2ccccc2O)c([N+](=O)[O-])c1	0	22	6	-1.2	·	-2	7	0	-6	-2
Cc1ccc(N2C(=O)CC(Sc3nc4ccccc4o3)C2=O)cc1Cl (configuration not stated)	-7	-1	-14	1.3	-4	2	-3	7	0	-8
COc1ccc(NC(=O)CCCC(=O)O)cc1Cl	6	-16	12	0.2	-11	-3	0	-6	-2	3
O=C(CSc1ncn[nH]1)c1cc2ccccc2o1	-10	23	-12	-0.3	-2	0	-13	10	-4	1
Cc1ccc(-c2nnc(SCC(C)C)n2C)cc1	1	-4	-3	3.0	0	0	-4	·	-7	0
CCCCNC(=O)c1cc(-c2ccc(OC)cc2)on1	7	-6	-10	-1.1	-3	3	1	-7	-3	-4
CC1=CC(c2ccc(Cl)cc2)n2nc(NC(=O)CCCC(=O)O)nc2N1 (configuration not stated)	0	-9	-4	0.4	2	0	0	0	-5	1

Four compounds from above, ordered by their value in SR-BI DiI inh, largest number first:
compound,SR-BI DiI inh,Arr AP2 block,PvdQ acylase,LANA DNA inh,NSD2 HMT inh,Keap1 Nrf2 FP,SR-BI uptake up,PKA-R2B act,DAGLB inhibitor
COC(=O)CC1SC(=O)NC1=Nc1ccc(C)cc1 (configuration not stated),7,5,-1,0.9,27,4,-7,0,3
O=C1c2ccccc2NC(c2ccc(-c3ccc(C(F)(F)F)cc3)o2)N1O (configuration not stated),-9,-4,-9,1.9,·,1,9,-7,0
CCC(c1nnnn1CCOC)N1CCN(c2nc3ccccc3s2)CC1 (configuration not stated),-10,-3,-20,1.8,2,-5,10,0,-2
O=C(CSc1nnnn1-c1ccccc1)c1ccco1,-33,-5,7,-1.7,0,1,33,0,-1

Next part:
SMILES	SR-BI DiI inh	Arr AP2 block	PvdQ acylase	LANA DNA inh	NSD2 HMT inh	Keap1 Nrf2 FP	RTF Ca sens inh	SR-BI uptake up	PKA-R2B act	DAGLB inhibitor
COCCn1c(SCc2ccc(F)cc2)nc2c1c(=O)[nH]c(=O)n2C	-1	-5	10	-0.4	-4	-6	0	1	-8	-4
Cc1cccn2c(=O)c3cc(C#N)c(=N)n(Cc4cccnc4)c3nc12	-3	11	1	-0.6	-1	0	-2	3	0	1
CSc1ccccc1C(=O)Nc1ccc(C)cc1C	-2	·	-11	-0.1	-1	-1	-7	2	-10	-1
Cc1cccc(C)c1NC(=O)Cn1nnc(-c2ccc(N3CCOCC3)cc2)n1	-14	-6	-14	3.9	0	-3	-2	14	-9	-1
C[C@@H]1C(=O)O[C@H](C)[C@H]1C[C@@H](O)[C@](C)(O)C1CC[C@@]2(O)C3=CC(=O)[C@@H]4C[C@@H](O)[C@@H](O)C[C@]4(C)C3CC[C@]12C (some centres not stated)	-12	23	-1	1.4	·	0	-2	12	11	-3
COC(=O)c1nnn(CC(=O)NC(=O)Nc2ccc(F)cc2)c1C(=O)OC	-2	17	0	0.9	-4	2	-3	2	7	0
COc1ccc(C(=O)N2CCCC(c3ccccc3)=N2)cc1	2	2	-7	-1.4	1	-6	·	-2	·	·
Cc1cc(C(=O)COC(=O)Cc2ccc(Cl)cc2)c(C)n1C	0	23	2	2.3	3	-2	4	0	-8	-2
N#CCSc1ccc(-c2nc3ccccc3[nH]2)cn1	-2	16	-5	0.4	0	0	-6	2	-5	3
COCCCNC(=O)c1cc(-c2cccnc2)nc2ccccc12	-9	6	12	·	-12	4	1	9	-4	-3
O=C(Nc1ccc(S(=O)(=O)Nc2nccs2)cc1)c1ccccc1OC(F)F	13	2	-8	-2.3	3	0	-5	-13	-2	-5
Cc1ccc(S(=O)(=O)Cc2ccc(C(=O)OCc3ccccc3)cc2)cc1	-18	1	-12	0.3	-3	1	-1	18	-13	-13
COc1ccc(OCc2ccc(C(=O)NN)cc2)cc1	21	-5	-7	-0.3	-1	-2	-7	-21	-21	-5
Cc1cc(C)c2nc(N3CCC(C(=O)N4CCCC4)CC3)sc2c1	16	3	-4	1.7	·	-1	-24	-16	2	1
Cc1nc(C)c(C(=O)O)s1	-2	-12	-9	-6.1	-11	-4	-6	2	-9	-1
Cc1ccccc1Nc1nc(-c2cccnc2)cs1	8	23	-11	0.3	8	-1	-12	-8	1	2
CCCCCCCCNC(=O)c1cccnc1SCC(=O)Nc1ccccc1OC	-14	12	-7	-7.5	2	1	-7	14	-10	-2
O=C(CNC(=O)c1sc2ccccc2c1Cl)OCc1ccccc1	-13	17	-10	-0.9	-1	-1	-2	13	-5	-6
CCOC(=O)c1ccc(NC(=S)NNC(=O)c2cc(-c3cccnc3)nc3ccccc23)cc1	15	0	-12	-1.4	14	0	-5	-15	1	14

6 neighbouring compounds from above:
SMILES	SR-BI DiI inh	Arr AP2 block	PvdQ acylase	LANA DNA inh	NSD2 HMT inh	Keap1 Nrf2 FP	RTF Ca sens inh	SR-BI uptake up	PKA-R2B act	DAGLB inhibitor
Cc1cc(C)c2nc(N3CCC(C(=O)N4CCCC4)CC3)sc2c1	16	3	-4	1.7	·	-1	-24	-16	2	1
Cc1nc(C)c(C(=O)O)s1	-2	-12	-9	-6.1	-11	-4	-6	2	-9	-1
Cc1ccccc1Nc1nc(-c2cccnc2)cs1	8	23	-11	0.3	8	-1	-12	-8	1	2
CCCCCCCCNC(=O)c1cccnc1SCC(=O)Nc1ccccc1OC	-14	12	-7	-7.5	2	1	-7	14	-10	-2
O=C(CNC(=O)c1sc2ccccc2c1Cl)OCc1ccccc1	-13	17	-10	-0.9	-1	-1	-2	13	-5	-6
CCOC(=O)c1ccc(NC(=S)NNC(=O)c2cc(-c3cccnc3)nc3ccccc23)cc1	15	0	-12	-1.4	14	0	-5	-15	1	14

Source: PubChem BioAssay (several laboratories)
